Bioassay records: PubChem, Center for Chemical Genomics, University of Michigan
Dicer processing: inhibitors of human Dicer processing of pre-microRNA; Q9UPY3; cat-ELCCA pre-miR-21 Dicer processing, chemiluminescence; hits give high values; z-score at 25 µM; actives 6% (n = 47,000); AID 1347074; in the data active = z-score above about 3, passing the limit was not always enough;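 note: plate controls were vehicle for no effect and no enzyme for full effect; higher signal means more uncleaved substrate so more Dicer inhibition; strong numbers were not always called active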
Starred values were filed as active, the others as inactive; & = joins results of further samples. This is a subset; the hit share may differ from the screen's.

smiles | Dicer processing
Cn1sc(=O)c2ccc(S(=O)(=O)NCCc3ccncc3)cc21 | -0.96
O=C(NNC1=NCCN1Cc1ccccc1)c1cccc(C(F)(F)F)c1 | -0.08
O=C(Oc1cccc2cccnc12)c1ccc2c(c1)-c1ccccc1C2=O | -0.05
Cc1ccc(-c2c(Cl)sc(S(C)(=O)=O)c2C#N)cc1 | -1.47
O=C(Nc1ccc(OCc2ccccc2)cc1)NC1Cc2ccccc2C1 | 1.45
CSC(=S)NNC(=O)c1cc(C)on1 | 0.27
COCCNC(=O)c1cnn2c1NC(c1ccc(Br)cc1)CC2C(F)(F)F (configuration not stated) | 4.28*
CC(C)(C)NC(=O)NCc1ccncc1 | -0.01
Cc1cccc(C2C3=C(CC(C)(C)CC3=O)N=C3c4ccccc4C(=O)C32)c1 (configuration not stated) | -0.39
CC1=C(C(=O)OC(C)(C)C)C(c2ccc3ccccc3c2)NC(=O)N1C (configuration not stated) | 0.46
COC(=O)Cc1cc(=O)n2[nH]c(C(F)(F)F)c(-c3ccc(Br)cc3)c2n1 | 2.47
Cn1nc(-c2ccc(Cl)cc2)cc1NC(=O)c1ccccc1C(=O)O | 2.57
S=c1[nH]nc(Nc2ccc(Cl)cc2)s1 | 1.52
c1ccc(Nc2ncnc3sc4c(c23)CCCC4)cc1 | 0.62
CCSCCOC(=O)C1=C(C)NC2=C(C(=O)CCC2)C1c1cccc(F)c1 (configuration not stated) | 3.15*
Cc1nc2c(ncn2-c2ccccc2)c(=O)n1NC(=O)CN1CCCCC1 | -0.56

Part of the list above in order of molar mass, falling:
smiles | Dicer processing
COC(=O)Cc1cc(=O)n2[nH]c(C(F)(F)F)c(-c3ccc(Br)cc3)c2n1 | 2.47
Cn1nc(-c2ccc(Cl)cc2)cc1NC(=O)c1ccccc1C(=O)O | 2.57
S=c1[nH]nc(Nc2ccc(Cl)cc2)s1 | 1.52

Taken from above:
Dicer processing with `Cc1nc2c(ncn2-c2ccccc2)c(=O)n1NC(=O)CN1CCCCC1` : -0.56
Dicer processing with `CC1=C(C(=O)OC(C)(C)C)C(c2ccc3ccccc3c2)NC(=O)N1C` (configuration not stated) : 0.46
Dicer processing with `CCSCCOC(=O)C1=C(C)NC2=C(C(=O)CCC2)C1c1cccc(F)c1` (configuration not stated) : 3.15*
Dicer processing with `COC(=O)Cc1cc(=O)n2[nH]c(C(F)(F)F)c(-c3ccc(Br)cc3)c2n1` : 2.47
Dicer processing with `Cn1nc(-c2ccc(Cl)cc2)cc1NC(=O)c1ccccc1C(=O)O` : 2.57

Following part
smiles | Dicer processing
Cc1ccc(C(=O)/C(C#N)=C/c2cc(C(=O)c3ccc(Cl)cc3)cn2C)cc1 | -0.48
Cc1ccc(SCc2cc(=O)n3[nH]c(C)c(-c4ccc(F)cc4)c3n2)cc1 | 2.44
O=C(Nc1ccc(O)cc1)c1cc2nc3c(c(C(F)(F)F)n2n1)CCc1ccccc1-3 | 3.22*
CC1(C)CC(=O)c2cc(NC(=O)c3ccccc3)c(=O)oc2C1 | -0.26
CCN1/C(=C(/O)c2ccccc2)C(=O)c2ccccc2S1(=O)=O | 0.47
Nc1ncnc(Nc2ccc(F)cc2Br)n1 | -0.33
CCOc1cc(C(Nc2cc(C)ccn2)c2ccc3cccnc3c2O)ccc1OC (configuration not stated) | -0.73
S=c1[nH]nc(NCc2cccs2)s1 | 0.87
CC(C)(C)C1CCc2c(sc(NC(=O)c3cccc(Br)c3)c2C(N)=O)C1 (configuration not stated) | -0.53
CCC(C)NC(=O)c1cnn2c1NC(c1ccc(Br)cc1)CC2C(F)(F)F (configuration not stated) | 1.15
CC(=O)N1N=C(c2ccc(C)cc2)OC1c1cccnc1 (configuration not stated) | 0.44
COc1ccc(S(=O)(=O)N2CC(=O)Nc3ccccc32)cc1Cl | -0.52
COC(=O)C1CCN(C(=O)C2c3ccccc3Oc3ccccc32)CC1 | 4.99*
CNS(=O)(=O)c1cc(C)c(C)cc1I | -0.59
COc1ccc(C(CC(=O)c2cccs2)SCCO)cc1OC (configuration not stated) | -1.23
Cc1ccc(C)c(-c2nc(C)sc2CC(=O)O)c1 | 0.81
CC1(C)CCC2=C(O1)c1ccccc1C(=O)C2=O | -0.35
COc1cc(C2CC(=O)Oc3c2c(=O)n(C)c2ccccc32)ccc1O (configuration not stated) | -0.39
COc1ccc(Nc2cccc(Cl)c2)c(C(=O)O)c1 | 0.42
O=C(/C=C/C(=O)c1ccc(F)cc1)c1ccc(F)cc1 | 1.51
C=C(C)c1cccc(C(C)(C)NC(=O)N2CCN(c3ccccn3)CC2)c1 | 1.35
CCCCc1nc2ccccc2n1CC(=O)O | -1.33
COC(=O)c1sc(OC)cc1OC(=O)c1ccco1 | -0.3
N/C(Cn1ccc(C(F)(F)F)n1)=N\OC(=O)Nc1ccc(OC(F)(F)F)cc1 | 0.48
CC(C)(C)c1ccc(N2C(=N)SCC2=O)cc1 | 0.2
CCn1cnc2cc(NS(=O)(=O)c3ccc(C)cc3)ccc21 | 2.81
CCCc1cc(=O)n2[nH]c(C(F)(F)F)c(-c3ccc(OC)cc3)c2n1 | 2.7
CN1CCN(CC(=O)N2c3ccccc3Sc3ccc(Cl)cc32)CC1 | 1.3
S=c1[nH]c(-c2ccccc2)c(-c2ccccc2)o1 | -0.11
CCOc1ccc(Nc2nc3ccccc3c(=O)s2)cc1 | 0.49
O=C(/C=C(\C(=O)c1ccccc1)c1ccccc1)c1ccc(C(F)(F)F)cc1 | -1.96
CC1(C)CC(=O)C(C2(O)C(=O)Nc3ccccc32)CO1 (configuration not stated) | -1.25
c1ccc2c(c1)CCCN2c1nc(N2CCCC2)nc(N2CCOCC2)n1 | -1.19
COc1cc(OC)nc(/N=C/c2nc(-c3ccccc3)oc2O)n1 | -0.87
Cc1cc(C)c2c(n1)sc1c(SCc3ccc(F)cc3)ncnc12 | 1.03
O=C(NCc1ccc(S(=O)(=O)NCc2cc(F)cc3c2OCOC3)s1)c1ccc(Cl)cc1 | 0.28
CC(C)C(=O)NNc1ncc(C(F)(F)F)cc1Cl | 0.4
NC(CCc1nc2ccccc2[nH]1)C(=O)O (configuration not stated) | -0.22
CCOC(=O)C1CCCCN1C(=O)c1c(SC)nsc1SC (configuration not stated) | 2.22
Cc1c(Cc2c(F)cccc2Cl)c(=O)oc2cc(OC(=O)c3ccco3)ccc12 | 0.42
COCCN1C(=O)c2oc3cc(C)c(C)cc3c(=O)c2C1c1ccc(O)cc1 (configuration not stated) | -2.54
Cn1cnc(S(=O)(=O)NCC2CCN(C(=O)OC(C)(C)C)CC2)c1 | 0.52
CN(C(=O)c1cnccc1C(F)(F)F)c1nc2cc(Cl)ccc2s1 | -0.37
Cc1ccccc1CN1C(=O)C(O)(CC(=O)c2ccccn2)c2cc(Cl)ccc21 (configuration not stated) | 1.81
COC(=O)c1ccc([C@@H]2Nc3ccc(C(=O)O)cc3[C@@H]3C=CC[C@@H]32)cc1 | 1.03
CC1CCc2c(sc3nc(-c4ccccc4)[nH]c(=O)c23)C1 (configuration not stated) | 0.19
CCSCCOC(=O)C1=C(C)NC2=C(C(=O)CC(c3cccs3)C2)C1c1ccc2c(c1)OCO2 (configuration not stated) | 0.75
CC(/C=N/OC(=O)c1c(F)cccc1F)=N\Nc1c(Cl)cc(Cl)cc1Cl | 1.26

Reprinted from the part before: six compounds, then new ones.
smiles | Dicer processing
CN(C(=O)c1cnccc1C(F)(F)F)c1nc2cc(Cl)ccc2s1 | -0.37
Cc1ccccc1CN1C(=O)C(O)(CC(=O)c2ccccn2)c2cc(Cl)ccc21 (configuration not stated) | 1.81
COC(=O)c1ccc([C@@H]2Nc3ccc(C(=O)O)cc3[C@@H]3C=CC[C@@H]32)cc1 | 1.03
CC1CCc2c(sc3nc(-c4ccccc4)[nH]c(=O)c23)C1 (configuration not stated) | 0.19
CCSCCOC(=O)C1=C(C)NC2=C(C(=O)CC(c3cccs3)C2)C1c1ccc2c(c1)OCO2 (configuration not stated) | 0.75
CC(/C=N/OC(=O)c1c(F)cccc1F)=N\Nc1c(Cl)cc(Cl)cc1Cl | 1.26
N#Cc1cnn(-c2ncnc3c2cnn3-c2ccccc2)c1N | -1.05
CCOC(=O)/C(C#N)=C/Nc1ncccc1C | -1.08
COc1cccc(C2NC(=O)c3c(sc4c3CCN(C)C4)N2)c1O (configuration not stated) | -0.54
N#CC1=C(N)Oc2n[nH]c(-c3ccccc3)c2C1c1cccnc1 (configuration not stated) | -5.28
COc1ccc(C2c3c(oc4ccccc4c3=O)C(=O)N2Cc2ccc3c(c2)OCO3)cc1 (configuration not stated) | 1.72
COC(=O)c1cc(C)ccc1OCc1ccc([N+](=O)[O-])cc1 | 1.25
CC(=O)Nc1ccc(N2C(=O)C3CCCCC3C2=O)cc1Cl (configuration not stated) | 1.29
CC(C)COC(=O)C(C)Oc1ccc2c(=O)c(Oc3ccccc3Cl)coc2c1 (configuration not stated) | 0.24
CCOc1ccc(C(Nc2ccccn2)c2c(O)ccc3ncccc23)cc1 (configuration not stated) | 0.64
COC(Cn1c(SCc2ccc(C)cc2)nnc1-c1ccccc1)OC | -0.76
C1=C(c2cccs2)CC(c2cccs2)=NN=C1c1cccs1 | 3.06*
COC(=O)C1=C(C)NC2=C(C(=O)CCC2)C1c1ccc(OC)c(Br)c1 (configuration not stated) | -1.03
Cc1cc(N2C(=O)CC3(CCCC3)CC2=O)ccc1Br | 3.17*
CCOCCn1c(N2CCCN(C)CC2)nc2ccccc21 | -1.19
C=CCOC(=O)c1sc(N2C(=O)c3oc4ccccc4c(=O)c3C2c2ccc(Cl)cc2)nc1C (configuration not stated) | -0.27
COc1ccc(C2C3=C(CC(C)(C)CC3=O)Nc3nc(N)[nH]c(=O)c32)cc1 (configuration not stated) | -1

The results go on:
SMILES	Dicer processing
COc1ccc2c(c1)c(=O)oc1cc(OCC(N)=O)ccc12	0.74
Nc1ncnc2c1nc(N/N=C/c1ccc3ccccc3n1)n2[C@H]1O[C@@H](CO)[C@H](O)[C@@H]1O	29.5
CC(=O)C1=NN(c2ccccc2)C2(SCC(=O)N2c2ccccc2)S1 (configuration not stated)	-1.65
COc1cccc(C2Oc3c(OC)cccc3C3CC(c4ccccc4O)=NN32)c1 (configuration not stated)	2.76
COC(=O)CNS(=O)(=O)c1ccsc1C(=O)OC	-0.99
CC(C)NCC(O)c1ccc(O)c(O)c1 (configuration not stated)	0.07
Clc1ccc(-c2cc(-c3cccs3)c(-c3ccccc3)o2)cc1	-0.95
CC(C)c1ccc(NC(=S)NNC(=S)NC2CC3CCC2C3)cc1 (configuration not stated)	0.91
CSc1ccc(C2CC(=O)Nc3nc(N)[nH]c(=O)c32)cc1 (configuration not stated)	-0.23
C(C#CCOc1ccccc1)#CCOc1ccccc1	-1.08
Nc1ccc2c(C(F)(F)F)cc(C(F)(F)F)nc2n1	-3.61
Cn1nc(OS(=O)(=O)c2ccc(Cl)cc2Cl)cc1C(F)(F)F	-0.78
COc1ccc(OCC(=O)NC2CCS(=O)(=O)C2)cc1 (configuration not stated)	0.29
Nc1ccc(Sc2nc3ccccc3s2)cc1	5.2*
CCCCc1ccc(S(N)(=O)=O)cc1	-0.91
Cc1ccc(-c2c3c(=O)n(C)c(=O)n(C)c3cn2C)cc1	0.83
c1ccc(-c2nnc3n2N=C(c2c[nH]c4ccccc24)CS3)cc1	-0.91
O=C(NC(=O)c1csc([N+](=O)[O-])c1)NN1CCCCCC1	1.37
CC1(C)CC(=O)C2=C(C1)Nc1ncnn1C2c1cccc(Oc2ccccc2)c1 (configuration not stated)	0.87
CCCNS(=O)(=O)c1ccc(NC2=NS(=O)(=O)c3ccccc32)cc1	-1.61
Cc1c(C#N)c(N)n(CCCn2cccn2)c1C	0.26
Cc1c(OCc2cc(C(F)(F)F)cc(C(F)(F)F)c2)ccc2c1OC(C)(C)CC2=O	-0.45
Nc1ccc(-c2nc3ccc(N)cc3o2)cc1	-0.21
CCOc1ccc(C2C(C(=O)OC(C)C)=C(C)NC3=C2C(=O)CC(c2ccccc2)C3)cc1OC (configuration not stated)	1.53
Cc1ccc(NNC(=O)c2ccc(F)cc2F)cc1Cl	-5.68
N#Cc1c(-c2ccccc2)cc(SCc2ccc(Cl)cc2)n2c1nc1ccccc12	-0.7
CCOC(=O)C(NC(=O)c1ccccc1)(OCC)C(F)(F)F (configuration not stated)	2.54
O=c1oc2ccccc2c(O)c1C=Nc1ccccc1	0.86
Cn1cc(C(=O)O)c(=O)c2ccccc21	2.59
CCOC(=O)c1c(NC(=S)N2CCOCC2)sc(C)c1C	-2.85
C=CCNc1nc(C2(C)CC3(CC(COCC(C)C)OC3=O)C(=O)O2)cs1 (configuration not stated)	3.12*
COc1ccccc1NC(=O)CSc1nnc2c3ccccc3n(C)c2n1	2.57
O=S(=O)(c1ccccc1)N1CCN(Cc2ccc3c(c2)OCO3)CC1	8.02
CC(=O)Nc1cc2cc(N)ccc2oc1=O	-0.61
C=CCN1C(=O)C2(/C(=C(/O)c3ccc(F)cc3)C(=O)C(=O)N2CCN(C)C)c2ccccc21 (configuration not stated)	3.94*
CCc1nc(N)c(C#N)c(-c2ccco2)c1C	-0.51
CCCCCNc1nc2c(c(=O)n(Cc3cccc(Br)c3)c(=O)n2C)n1C	-1.37
COc1ccc2cc(C(=O)Nc3ccc(F)cc3)sc(=O)c2c1OC	-0.18
Cc1ccc(C(=O)c2ccc(Br)cc2)cc1S(=O)(=O)Nc1ccccn1	1.03
NS(=O)(=O)c1cc(Cl)c(Cl)c(S(N)(=O)=O)c1	0.71
Cc1cccn2cc(-c3ccccc3Cl)nc12	0.28
Cc1ncc(CN2CCSCC2)c(CO)c1O	-0.1
CCOC(=O)C1=C(C)N=C2c3ccccc3C(=O)C2C1c1ccc(Br)cc1 (configuration not stated)	-2.03
Cc1ccc(Sc2ccc(/C=C3/SC(=S)NC3=O)cc2[N+](=O)[O-])cc1	4.6*
COc1ccc(CNc2nn[nH]n2)cc1OC	-2.18
COc1c(C)cc(S(=O)(=O)NC2CC(C)(C)NC(C)(C)C2)c(C)c1C	1.17
O=C(CSc1n[nH]c(=O)n1-c1ccccc1)c1ccc2c(c1)OCCO2	1.23
CN(C)C(=O)Oc1ccc[n+](C)c1	1.24&-0.22
CCN1c2ccccc2-c2nc3ccccc3n2C1c1ccco1 (configuration not stated)	0.87
COc1ccc(C2c3c(oc4ccccc4c3=O)C(=O)N2c2nncs2)cc1 (configuration not stated)	-0.65
